S1P3 antagonist = S1P3 receptor antagonists, primary screen, cell-based | Sphingosine 1-phosphate receptor 3 (Homo sapiens), Q99500 | CHO S1P3 NFAT-BLA reporter, FRET fluorescence, antagonist mode | inhibition, % at 4.98 µM | hit rate 0.27% among 170,000 | AID 485, 2006;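 active = inhibition above the plate cutoff, the mean inhibition of test wells on that plate plus 3 SD, cut at about 28% in these data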;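 also: cells challenged with S1P at its EC80 of 0.8 µM; blue over green emission ratio from cleaved BLA substrate after 4 h stimulation; 0% = S1P-stimulated wells and 100% = unstimulated DMSO-only wells; some compounds past the cut are filed as inactive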
Target sequence (Q99500 whole entry, looked up): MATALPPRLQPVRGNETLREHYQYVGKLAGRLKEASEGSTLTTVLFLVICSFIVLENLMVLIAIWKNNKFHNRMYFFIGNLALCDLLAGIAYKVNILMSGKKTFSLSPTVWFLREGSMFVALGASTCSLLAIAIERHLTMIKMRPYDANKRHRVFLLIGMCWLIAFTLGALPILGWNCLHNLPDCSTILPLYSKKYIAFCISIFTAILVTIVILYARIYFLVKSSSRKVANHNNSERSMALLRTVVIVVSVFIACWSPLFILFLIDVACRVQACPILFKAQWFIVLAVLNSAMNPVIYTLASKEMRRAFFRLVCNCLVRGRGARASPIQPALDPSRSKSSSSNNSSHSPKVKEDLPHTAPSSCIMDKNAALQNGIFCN
* hit, by the source's call.

entry	Structure	S1P3 antagonist
1	Cc1ccc(-n2c3c(cc(C(=O)NCCCN4CCOCC4)c2=O)C(=O)CC(C)(C)C3)cc1	-6
2	CCCc1ccc(C(=O)NNc2ccc(F)cc2)cc1	22
3	Cc1ccc(C2N(c3ccc(Cl)cc3)C(=O)N3CCCN23)cc1 (stereo not drawn)	2
4	CC(C)(C)c1ccc(S(=O)(=O)N2CCC(O)(c3ccc(Cl)cc3)CC2)cc1	-1
5	COc1ccc(CCNC(=S)N2CCC(C(N)=O)CC2)cc1	-9
6	COc1ccc(-n2nnc3c(SCC(=O)N4CCN(c5ccccc5)CC4)ncnc32)cc1	1
7	Cc1cc(SCC(=O)Nc2cccc(S(=O)(=O)NC3=NCCCCC3)c2)nc2ccccc12	12
8	CCCCNCc1cc2ccccc2o1	-1
9	CC(=O)c1cc2c(cc1NC(=O)c1ccc(-n3nc(C)cc3C)cc1)OCO2	-16
10	CCn1c(=NC(=O)c2cccc(N3C(=O)CCC3=O)c2)sc2c(C)ccc(OC)c21	14
11	CCC(Sc1nc(=O)cc(N)n1-c1ccccc1)C(=O)Nc1ccc(Cl)cn1 (stereo not drawn)	-8
12	CCN(CC(=O)NCCC1=CCCCC1)S(=O)(=O)c1ccccc1	0
13	OCCN(CC#CC(O)(c1ccccc1)c1cccc(F)c1)CCO (stereo not drawn)	-11
14	Cc1ccc(C#N)c(SCc2ccccc2F)n1	2
15	O=C(O)c1ccc(/C=C2\SC(=S)N(Nc3ccccc3)C2=O)cc1	9
16	N#Cc1cc(N2CCOCC2)nc2ccccc12	-1
17	O=C1N(Cc2cccnc2)C[C@@H]2C[C@@H](c3ccccc3C(F)(F)F)N3CCC[C@@]123	-14
18	Cc1cc(C(=O)O)oc(=O)c1	1
19	Cc1cnc(NC(=O)/C=C/c2ccc(Br)o2)s1	8
20	COc1ccccc1CN1CN(S(=O)(=O)c2ccccc2)c2nc3ccccc3nc21	-11
21	CC(=O)Nc1ccc(-c2cc(N)n(-c3ccccc3)n2)cc1	-9
22	Fc1ccc(C2=CC(c3cccs3)n3nnnc3N2)cc1 (stereo not drawn)	8
23	CC1(C)CC(N2CCN(Cc3ccccc3)CC2)=CC(=[N+]2CCCCC2)C1	-2
24	Cn1ncc(C(=O)Nc2ccc(Cl)cc2)c1C(F)(F)F	-3
25	CCOC(=O)c1ccc(NC(=S)N2CCN(CCN=CC3=C(O)CC(c4ccccc4)CC3=O)CC2)cc1 (stereo not drawn)	-5
26	CN1CCc2c(C#N)c(N3CCOCC3)nc(NCC3CCCO3)c2C1 (stereo not drawn)	-8
27	O=c1oc2cc(S(=O)(=O)NCCCO)ccc2c2ccc(S(=O)(=O)NCCCO)cc12	4
28	N/C(CC(=O)NC1CCCCC1)=N\OCC(=O)Nc1ccc(Cl)c(Cl)c1	3
29	O=C(Cn1nc(-c2ccccc2)ccc1=O)Nc1ccc(-n2cnnn2)cc1	-9
30	COC(=O)c1ccc(COc2ccc3c(c2)CCC3)o1	-2
31	CCOC(=O)C(CC)(CC)C(=O)/C=C/c1ccc(OC)cc1	7
32	COc1ccc(-c2[nH]ncc2CN2CCC(c3ccncc3)CC2)cc1F	-8
33	CCO/C([O-])=N/c1sn[n+](C)c1C	-11
34	COc1ccc(/C=C/C(=O)NCc2ccc(F)cc2)cc1S(=O)(=O)N1CCOCC1	7
35	Cc1ccc(C(=O)N2C(=O)c3cccc(N)c3C2=O)o1	-2
36	CCOc1cccc(-c2nnc3sc(-c4cc(OC)c(OC)cc4OC)nn23)c1	15
37	CCN(CC)S(=O)(=O)c1ccc(NN=c2c(=O)c3ccccc3c2=O)cc1	-24
38	COc1cc([N+](=O)[O-])ccc1-c1ccc(/C=N/NC(=O)OC(C)(C)C)o1	-6
39	Cc1cnc(-c2nnc(N(C)C(=O)c3ccncc3)s2)cn1	12
40	COc1ccccc1/C=C1\SC(=S)N(C(C(=O)O)c2ccccc2)C1=O (stereo not drawn)	-9

Exported with values ahead of the structure: 24 of the compounds above
| # | S1P3 antagonist | smiles |
| --- | --- | --- |
| 14 | 2 | Cc1ccc(C#N)c(SCc2ccccc2F)n1 |
| 15 | 9 | O=C(O)c1ccc(/C=C2\SC(=S)N(Nc3ccccc3)C2=O)cc1 |
| 16 | -1 | N#Cc1cc(N2CCOCC2)nc2ccccc12 |
| 17 | -14 | O=C1N(Cc2cccnc2)C[C@@H]2C[C@@H](c3ccccc3C(F)(F)F)N3CCC[C@@]123 |
| 18 | 1 | Cc1cc(C(=O)O)oc(=O)c1 |
| 19 | 8 | Cc1cnc(NC(=O)/C=C/c2ccc(Br)o2)s1 |
| 20 | -11 | COc1ccccc1CN1CN(S(=O)(=O)c2ccccc2)c2nc3ccccc3nc21 |
| 21 | -9 | CC(=O)Nc1ccc(-c2cc(N)n(-c3ccccc3)n2)cc1 |
| 22 | 8 | Fc1ccc(C2=CC(c3cccs3)n3nnnc3N2)cc1 (stereo not drawn) |
| 23 | -2 | CC1(C)CC(N2CCN(Cc3ccccc3)CC2)=CC(=[N+]2CCCCC2)C1 |
| 24 | -3 | Cn1ncc(C(=O)Nc2ccc(Cl)cc2)c1C(F)(F)F |
| 25 | -5 | CCOC(=O)c1ccc(NC(=S)N2CCN(CCN=CC3=C(O)CC(c4ccccc4)CC3=O)CC2)cc1 (stereo not drawn) |
| 26 | -8 | CN1CCc2c(C#N)c(N3CCOCC3)nc(NCC3CCCO3)c2C1 (stereo not drawn) |
| 27 | 4 | O=c1oc2cc(S(=O)(=O)NCCCO)ccc2c2ccc(S(=O)(=O)NCCCO)cc12 |
| 28 | 3 | N/C(CC(=O)NC1CCCCC1)=N\OCC(=O)Nc1ccc(Cl)c(Cl)c1 |
| 29 | -9 | O=C(Cn1nc(-c2ccccc2)ccc1=O)Nc1ccc(-n2cnnn2)cc1 |
| 30 | -2 | COC(=O)c1ccc(COc2ccc3c(c2)CCC3)o1 |
| 31 | 7 | CCOC(=O)C(CC)(CC)C(=O)/C=C/c1ccc(OC)cc1 |
| 32 | -8 | COc1ccc(-c2[nH]ncc2CN2CCC(c3ccncc3)CC2)cc1F |
| 33 | -11 | CCO/C([O-])=N/c1sn[n+](C)c1C |
| 34 | 7 | COc1ccc(/C=C/C(=O)NCc2ccc(F)cc2)cc1S(=O)(=O)N1CCOCC1 |
| 35 | -2 | Cc1ccc(C(=O)N2C(=O)c3cccc(N)c3C2=O)o1 |
| 36 | 15 | CCOc1cccc(-c2nnc3sc(-c4cc(OC)c(OC)cc4OC)nn23)c1 |
| 37 | -24 | CCN(CC)S(=O)(=O)c1ccc(NN=c2c(=O)c3ccccc3c2=O)cc1 |

New compounds follow:
entry	Structure	S1P3 antagonist
41	CN(C)c1cccc2c1c(NC(=O)c1ccc(F)cc1)nn2C	-10
42	CCC(CCC(=O)NNC(=O)Cc1ccc([N+](=O)[O-])cc1)C(=O)O (stereo not drawn)	-18
43	CN(C)/C=C/C(=O)c1nn(-c2ccc(F)cc2)ccc1=O	-3
44	O=C(Nc1ccc2oc(-c3ccncc3)nc2c1)c1ccc2c(c1)OCO2	0
45	CC(C)C(=O)Nc1cccnc1	-2
46	CCOC(=O)Cc1csc(NC(=O)CCC(=O)O)n1	-3
47	O=C(Nc1ccc(F)cc1F)N1CCCN(c2ccc([N+](=O)[O-])cn2)CC1	-6
48	Cc1ccc(S(=O)(=O)c2cc3c(=O)n4cccc(C)c4nc3n(CC3CCCO3)c2=N)cc1C (stereo not drawn)	2
49	CCc1nnc(NS(=O)(=O)c2ccc(NC(=S)NC(=O)c3ccncc3)cc2)s1	-1
50	O=C(Cc1ccc([N+](=O)[O-])cc1)c1ccc(O)cc1O	2
51	Cc1nnc(SCc2nc3scc(-c4ccccc4)c3c(=O)[nH]2)s1	-16
52	COc1ccc2nnc(-c3ccc(C(F)(F)F)cc3)n2n1	8
53	Cc1ccc(CSc2nnc(-c3ccccn3)n2N)cc1	-5
54	CC1CCCCN1C(=S)NC(=O)c1cccs1 (stereo not drawn)	-14
55	CCOC(=O)c1cnc(-n2nc(C)cc2C)[nH]c1=O	1
56	Cc1ccc(NS(=O)(=O)c2cc([N+](=O)[O-])ccc2N/N=C/c2sc(N3CCOCC3)nc2-c2ccccc2)c(C)c1	-10
57	NNC(=O)CNC(c1ccccc1)c1cc(Br)ccc1N (stereo not drawn)	2
58	CN(C)c1ccc(/C=C/C(=O)c2cccnc2)cc1	-11
59	COC(=O)Nc1nn(-c2ccc(Cl)cc2)c(=O)c(C#N)c1C	5
60	COc1ccc(OC)c(S(=O)(=O)N2CCC(C(=O)N(C)Cc3ccccc3)CC2)c1	-13

An excerpt of these results, with values ahead of the structure.
nr	S1P3 antagonist	SMILES
48	2	Cc1ccc(S(=O)(=O)c2cc3c(=O)n4cccc(C)c4nc3n(CC3CCCO3)c2=N)cc1C (stereo not drawn)
49	-1	CCc1nnc(NS(=O)(=O)c2ccc(NC(=S)NC(=O)c3ccncc3)cc2)s1
50	2	O=C(Cc1ccc([N+](=O)[O-])cc1)c1ccc(O)cc1O

Additional compounds.
entry	Structure	S1P3 antagonist
61	CCOC(=O)N/N=C/c1cn(Cc2ccc(F)cc2)c2ccccc12	10
62	O=C(NCc1ccco1)c1ccc(Cl)nc1	-16
63	CC(C)CCn1c(CN2CCN(c3cccc(Cl)c3)CC2)nc2c1c(=O)n(C)c(=O)n2C	-19
64	Cn1c(SCCSc2nnc(-c3ccccc3)n2C)nnc1-c1ccccc1	-10
65	Cn1c(SCc2c(Cl)cccc2Cl)nnc1-c1ccc2nonc2c1	22
66	NC(=O)COC(=O)C(Cc1ccccc1)NS(=O)(=O)c1ccccc1F (stereo not drawn)	-2
67	Cc1ccc(NC(=O)Cn2cnc3cc([N+](=O)[O-])ccc3c2=O)cc1	-7
68	S=c1[nH]nc(-c2ccccn2)n1/N=C/c1ccc(Cl)cc1	-16
69	CN1CCc2c(sc(/N=C/c3cc(Cl)ccc3O)c2C#N)C1	3
70	OC(c1cc(C(F)(F)F)nc2c(Cl)cc(Cl)cc12)C1CCCCN1 (stereo not drawn)	1
71	C=C(C)CSc1nc2sc3c(c2c(=O)n1C1CCCCC1)CCN(C)C3	2
72	Cc1csc2c(N3CCCCC3)ncnc12	-3
73	Cc1cccc(OCC(=O)Nc2ncn[nH]2)c1C	-3
74	O=C(Nc1ccc(S(=O)(=O)Nc2ncccn2)cc1)c1cccc(S(=O)(=O)N2CCCC2)c1	-10
75	COc1ccc(CCn2c(-c3ccco3)nc3nc4ccccc4nc32)cc1OC	-15
76	Cc1ccc(S(=O)(=O)Nc2nc(-c3ccc(F)cc3)cs2)cc1	1
77	CCOc1ccc(/C=N/NC(=O)CSc2ccccn2)cc1O	16
78	COc1ccc(CNC(=O)N[C@H](C(=O)O)C(C)C)cc1OC	-3
79	Cc1cccn2c(=O)c(C=NCc3ccco3)c(Nc3ccc(Cl)cc3)nc12	4
80	COC(=O)COc1ccc2c(=O)c(-c3ccccc3)coc2c1	-3

81) CCCc1c(O)nc(SC2CC(=O)N(c3ccc(OC)cc3)C2=O)[nH]c1=O (stereo not drawn)
  S1P3 antagonist = 3

82) Cc1cc(C)c(C(=O)Nc2ccc(C)c(C)c2)c(CC(C)(C)C(=O)O)c1
  S1P3 antagonist = 2

83) COc1c(/C=N/NC(=O)c2ccncc2)c(CCN(C)C(C)=O)cc2c1OCO2
  S1P3 antagonist = -12

84) CCCCCCCSc1nnc(N)s1
  S1P3 antagonist = -16

85) Cc1cc(=O)n2nc(N3CCC(C(=O)NCCC4=CCCCC4)CC3)sc2n1
  S1P3 antagonist = 16

86) CCC1CCCCN1C(=O)CCc1nnc(Cc2cc(OC)ccc2OC)o1 (stereo not drawn)
  S1P3 antagonist = -25

87) O=C1c2ccccc2C(O)(c2ccccc2)N1C1CC1 (stereo not drawn)
  S1P3 antagonist = 10

88) Cc1cc(N/N=C/c2ccccc2)nc(N2CCOCC2)n1
  S1P3 antagonist = -2

89) C1CCCC(NC2=NCCO2)CCC1
  S1P3 antagonist = 5

90) O=C(O)c1ccc(Sc2nnc3ccccn23)c([N+](=O)[O-])c1
  S1P3 antagonist = -14

91) CSc1ncccc1C(=O)OCC(=O)c1ccc2c(c1)NC(=O)CO2
  S1P3 antagonist = -18

92) CCCCCCCC(=O)N/N=C/c1ccncc1
  S1P3 antagonist = -17

93) CCOc1ccc(S(N)(=O)=O)cc1-c1nc2c(C(C)(C)C)nn(C)c2c(=O)[nH]1
  S1P3 antagonist = -18

94) COC(OC)c1ccnc(SCc2ccccc2Cl)n1
  S1P3 antagonist = -2

95) O=C(/C=C/c1ccc(S(=O)(=O)N2CCOCC2)cc1)N1CCN(c2ccc(F)cc2)CC1
  S1P3 antagonist = 0

96) COc1ccc(-c2ocnc2C(=O)NCc2nn(-c3ccccc3)nc2C)cc1
  S1P3 antagonist = -1

97) Nc1scc[n+]1Cc1cccc2cccnc12
  S1P3 antagonist = -3

98) CC(C)[C@H](NC(=O)OC(C)(C)C)C(=O)N/N=C/c1ccc2nccnc2c1
  S1P3 antagonist = 5

99) COc1cc(/C=N/NC(=S)NC2CC3CCC2C3)ccc1O (stereo not drawn)
  S1P3 antagonist = -4

100) CCOC(=O)/C(=C/Nc1ccc(F)c(F)c1)[N+](=O)[O-]
  S1P3 antagonist = -5

101) Cc1cc(C)c(C(=O)Cn2nc(C(=O)O)c3ccccc3c2=O)cc1C
  S1P3 antagonist = -14

102) Cc1ccccc1NC(=O)CSc1ccncc1
  S1P3 antagonist = -9

103) CCCOc1ccc(-c2c(C(=O)N/N=C/c3ccc(C)cc3)nnn2-c2nonc2N)cc1
  S1P3 antagonist = -6

104) COc1ccccc1/C=C\C(=O)NCC(=O)N/N=C/c1ccc(O)cc1O
  S1P3 antagonist = -9

105) Nc1n[nH]c2cccc(Cl)c12
  S1P3 antagonist = -3

106) Nn1c(SCc2cccc(F)c2)nnc1-c1cccnc1
  S1P3 antagonist = 5

107) CCOc1ccc(CN2C(=O)CC(=O)N(S(=O)(=O)c3ccc(OCC)cc3)C2=O)cc1
  S1P3 antagonist = -3

108) Cc1ccc(C)c(NC(=S)NCCc2c[nH]c3ccccc23)c1
  S1P3 antagonist = -11

109) C=C(C)CSc1nnc(CCCCCNC(=O)OC(C)(C)C)o1
  S1P3 antagonist = -2

110) Fc1ccc(-c2cn(-c3ccccc3)c3[n+]2CCS3)cc1
  S1P3 antagonist = 3

111) N#C/C(=C\c1c(N2CCC(C(N)=O)CC2)nc2ccccn2c1=O)S(=O)(=O)c1ccc(Cl)cc1
  S1P3 antagonist = -6

This is a subset; count on the stated rates, not on these rows.
